Tn7 DDE FP – disrupts Tn7 cyclic peptide binding to fibrin D-Dimer-E complex; P02675; FP displacement of FITC-Tn7 peptide from fibrin DD(E); 0% = median of compound wells per plate; inhibition, % at 8.3 µM; 0.13% of 370,000 active;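 active = inhibition above the mean of compounds falling within the control limits plus 3 SD of them, cut at about 14% in these data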;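 also: 0% = plate median of compound wells and 100% = 10 µM Aha-Tn7 peptide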
Target sequence (P02675 whole entry, looked up): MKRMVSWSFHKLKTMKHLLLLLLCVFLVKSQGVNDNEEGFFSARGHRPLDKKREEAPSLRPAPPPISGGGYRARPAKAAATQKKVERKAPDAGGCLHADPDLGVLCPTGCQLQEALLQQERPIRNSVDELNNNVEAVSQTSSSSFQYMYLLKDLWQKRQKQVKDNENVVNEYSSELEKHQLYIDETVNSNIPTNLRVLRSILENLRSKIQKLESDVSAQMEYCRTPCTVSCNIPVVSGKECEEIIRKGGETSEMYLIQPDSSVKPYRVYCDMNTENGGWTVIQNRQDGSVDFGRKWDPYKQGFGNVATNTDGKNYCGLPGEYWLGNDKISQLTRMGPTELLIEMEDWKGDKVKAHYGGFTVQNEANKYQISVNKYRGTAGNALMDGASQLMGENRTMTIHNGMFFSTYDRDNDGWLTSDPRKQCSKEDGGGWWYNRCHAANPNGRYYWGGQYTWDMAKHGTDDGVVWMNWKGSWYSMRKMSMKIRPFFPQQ
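Test system: human clot-derived fibrin DD(E) complex / Quantity: 2 µM final DD(E) protein / Incubation: 10 min plus 3 h, room temperature / Measured by: fluorescence polarization / Benchmarks: high control of 10 µM Aha-Tn7 peptide / Replicates: singlicate testing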
Tn6 DDE FP – disrupts Tn6 cyclic peptide binding to fibrin D-Dimer-E complex; Fibrin DD(E) TRITC-Tn6 fluorescence polarization displacement; P02675; 0.21% of 370,000 active; inhibition, % at 8.3 µM;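 active = inhibition above a per-campaign cutoff: mean of compounds within control limits plus 3 SD, cut at about 15% in these data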;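 also: 0% = median of all compound wells on the plate and 100% = blocking peptide control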
TDP2 absorb – blocks human TDP2 phosphodiesterase activity. O95551. recombinant TDP2, T5PNP hydrolysis, p-nitrophenol absorbance 415 nm. inhibition, % at 12.8 µM. 0.34% of 370,000 active. AID 720702;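 active = inhibition above the mean of all tested compounds plus 3 SD, set per campaign, cut at about 25% in these data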;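 also: 0% = DMSO with enzyme and 100% = buffer with substrate but no TDP2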
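Evaluation: % inhibition relative to enzyme-containing and enzyme-free wells. Material: recombinant human TDP2. Benchmarks: enzyme-free and DMSO wells. Timing: enzyme reaction with compound for 2 h at 37 °C. Compound dosing: 12.8 µM only. Measured by: p-Nitrophenol epi absorbance. Reagent: T5PNP substrate at 5 mM, a TopII-DNA adduct mimic. Replication: single well per compound.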
UHRF1 binding – human UHRF1 methylated DNA binding inhibitors. AID 687016. inhibition, % at 4.4 µM. Q96T88. UHRF1 binding to methylated oligo, TR-FRET. 0.75% of 370,000 active; in the data active = inhibition above about 21%;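 also: UHRF1 SRA domain binding a hemimethylated CpG hairpin DNA probe; 0% = median of test compound wells and 100% = reference inhibitor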
LEDGF integ inh – blocks HIV-1 LEDGF/p75-dependent DNA integration; TR-FRET IN-LEDGF/p75 DNA integration, Eu/Cy5; inhibition, % at 3.7 µM; 0.64% of 370,000 active; AID 743269;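 active = inhibition above the screen-wide mean plus 3 SD, cut at about 13% in these data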;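 also: signal is the Cy5 over europium emission ratio at 671 and 618 nm; 0% = plate median of compound wells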
KLK7 zymogen act – proKLK7 (human) activation, primary screen; purified proKLK7, EDANS-DABCYL substrate fluorescence; 100% is mature enzyme control, 0% vehicle; activation, % at 7 µM; 0.9% of 370,000 active;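 active = activation above the mean of all tested compounds plus 3 SD, computed per campaign excluding outliers beyond control limits, cut at about 13% in these data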
TCR-CD3 inh – human TCR-CD3 binding inhibition; TAMRA-labeled TCR probe fluorescence, biochemical; inhibition, % at 9.4 µM; AID 651800; 0.37% of 360,000 active; in the data active = inhibition above about 19%;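 also: recombinant mutant TCR 2C K166C tagged with TAMRA read by polarization; 0% = receptor in buffer alone and 100% = receptor with positive control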
SIAE primary – human SIAE inhibition, primary screen. 0.69% of 370,000 active. AID 1053197. inhibition, % at 9.66 µM. Q9HAT2. SIAE FP-Rh probe binding, fluorescence polarization;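 active = inhibition above a cutoff: mean of compounds within the control limits plus 3 SD of those, cut at about 17% in these data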;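 also: 0% = plate median of compound wells and 100% = probe without SIAE protein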
MBD2 DNA inh – blocks human MBD2 binding to methylated DNA. TR-FRET, MBD2 binding to methylated oligonucleotide. inhibition, % at 4.4 µM. 0.31% of 370,000 active. AID 686964; in the data active = inhibition above about 13%
PRMT1 FP inh – blocks human protein arginine methyltransferase 1; Q99873; recombinant PRMT1, activity-based probe fluorescence polarization; inhibition, % at 2.79 µM; 1.3% of 370,000 active;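 active = inhibition above about 21% made by adding two undisclosed values, limit read from the data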
Target sequence (Q99873 whole entry, looked up): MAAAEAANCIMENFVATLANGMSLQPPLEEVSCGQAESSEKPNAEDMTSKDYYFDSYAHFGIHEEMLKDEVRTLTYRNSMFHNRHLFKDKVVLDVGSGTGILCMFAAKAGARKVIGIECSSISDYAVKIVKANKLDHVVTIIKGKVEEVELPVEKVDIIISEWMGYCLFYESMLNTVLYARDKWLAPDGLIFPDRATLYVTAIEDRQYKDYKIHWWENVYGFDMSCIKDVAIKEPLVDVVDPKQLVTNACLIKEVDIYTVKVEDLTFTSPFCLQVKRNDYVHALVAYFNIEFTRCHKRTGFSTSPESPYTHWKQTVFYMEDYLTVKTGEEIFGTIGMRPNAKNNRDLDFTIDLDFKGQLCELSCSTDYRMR
Active calls of the source: *.

TCR-CD3 inh,PRMT1 FP inh,SIAE primary,Tn6 DDE FP,Tn7 DDE FP,MBD2 DNA inh,KLK7 zymogen act,UHRF1 binding,TDP2 absorb,LEDGF integ inh,mol
-5,-5,-1,-9,0,-2,0.9,14,-6,7,Fc1ccc(-c2nc3c4ccccc4ccn3c2CC2CCCCC2)cc1
3,-2,-6,-6,-9,-2,-0.1,0,3,0,CCN(CC)C(=O)CSc1nnc(C2CCCCC2)o1
2,-3,5,8,-6,-5,-0.2,-4,-7,6,O=C(COC(=O)CN1CCSC1=O)Nc1ccc(F)cc1Cl
6,-1,-2,7,-2,3,0.1,-2,7,0,CCCCn1c(CNC(=O)C23CC4CC(CC(C4)C2)C3)nnc1SCC(=O)Nc1nnc(C)s1
1,1,-4,-3,-5,-1,0.7,0,4,5,Cc1ccc(NC(=O)CSc2nnc(Cc3ccccc3)c(=O)[nH]2)c(C)c1
4,2,9,-7,-3,0,-0.2,2,1,-4,CC(CNC(=O)c1ccc(C(C)(C)C)cc1)CN(C)C (centres undefined)
4,-4,4,6,2,-5,0.6,-6,8,1,CC1CCCCC1NC(=O)COC(=O)c1ccc([N+](=O)[O-])o1 (centres undefined)
1,-9,1,-2,2,0,-0.1,0,-3,0,O=C(CN1C(=O)NC2(CCCC2)C1=O)Nc1cccc(Cl)c1Cl
5,-1,6,6,0,-3,-0.2,1,-16,-1,NC(=S)Nc1cccc(Cl)c1
2,1,-4,-5,-7,1,-0.2,1,-9,2,O=S(=O)(Cc1ccccc1)NCCc1ccc(F)cc1
6,1,2,-1,6,1,0.6,-3,2,-4,CC(NC(=O)CN(c1cccc(C(F)(F)F)c1)S(C)(=O)=O)c1ccccc1 (centres undefined)
3,7,-3,0,-5,1,0.1,-1,0,-4,CCOC(=O)c1[nH]cnc1C(=O)Nc1ccc(C)cc1
7,-2,1,10,0,-1,0.7,1,-13,-2,CCc1ccc(OCC(=O)N/N=C\c2ccco2)c([N+](=O)[O-])c1
-4,3,2,-1,-1,-7,-0.3,2,-8,1,N#CCC(=N)N1CCN(c2ccc(F)cc2)CC1
0,0,-3,-1,12,-1,0.0,0,5,-4,CCOC(=O)NC(=S)Nc1cccc(NC(=S)NC(=O)OCC)c1
3,-3,0,-3,3,-3,-0.1,-1,4,0,COC(=O)c1c(NC(=O)Cn2cc([N+](=O)[O-])cn2)sc2c1CCC2
-2,-1,-3,-1,2,1,-0.4,-2,4,-3,CSc1sc(C(=O)NNC(C)=O)c2c1C1(CCC2)SCCS1
9,3,0,3,5,1,-0.4,-1,6,3,O=C(/C=C/c1ccccc1)c1ccc(NC2=NCCCS2)cc1
-4,0,-5,-5,-4,4,0.1,2,-9,-5,COC(=O)CNC(c1ccccc1)c1cc(Br)ccc1NS(=O)(=O)c1ccccc1 (centres undefined)
1,-4,3,-3,-2,3,0.3,-5,12,3,O=C(CSc1nnc(-c2ccc(OC(F)F)cc2)o1)NCc1cccs1

By substructure, the compounds so far containing an NH in an aromatic ring
TCR-CD3 inh,PRMT1 FP inh,SIAE primary,Tn6 DDE FP,Tn7 DDE FP,MBD2 DNA inh,KLK7 zymogen act,UHRF1 binding,TDP2 absorb,LEDGF integ inh,mol
1,1,-4,-3,-5,-1,0.7,0,4,5,Cc1ccc(NC(=O)CSc2nnc(Cc3ccccc3)c(=O)[nH]2)c(C)c1
3,7,-3,0,-5,1,0.1,-1,0,-4,CCOC(=O)c1[nH]cnc1C(=O)Nc1ccc(C)cc1

Later entries:
TCR-CD3 inh,PRMT1 FP inh,SIAE primary,Tn6 DDE FP,Tn7 DDE FP,MBD2 DNA inh,KLK7 zymogen act,UHRF1 binding,TDP2 absorb,LEDGF integ inh,mol
-1,1,3,12,0,0,0.6,-2,11,-3,CC(=O)Nc1ccc(NC(=O)CC2CCCC2)cc1
4,-5,8,-1,6,-7,0.1,-2,-3,6,COc1ccccc1C(=O)NCc1ccc2c(c1)OCO2
2,4,6,-4,3,-9,0.6,-2,9,0,O=C1c2ccccc2N[C@@H]2C=CC[C@@H]2N1O
-1,2,-2,7,0,5,-0.6,5,6,31*,O=C(N1CCCCCC1)N1CCN(C(=O)N2CCOCC2)CC1
3,0,-3,1,3,1,0.5,1,3,-3,CCOC(=O)c1c(CC(C)C)csc1NC(C)=O
8,3,3,0,11,-5,5.9,0,-5,1,Cc1nc2ccc(NC(=S)NC3CCCCC3)cc2nc1C
2,-3,4,-3,-2,1,0.8,-3,9,2,O=C(CSc1ncn[nH]1)N1CCCCC1
2,-1,-4,6,4,-1,-0.5,-2,5,1,COc1ccccc1NC(=O)Cc1noc(CSc2nnc(C)n2C)n1
1,2,4,-7,0,-6,0.4,-1,9,2,CC(=O)C1=C(C)NC(=S)NC1c1ccccc1 (centres undefined)
1,-2,4,-1,-2,3,0.4,-4,3,-1,O=C(CN(Cc1ccccc1)S(=O)(=O)c1ccccc1)N/N=C/c1ccccc1[N+](=O)[O-]
3,-2,2,1,-1,6,-0.1,-3,-8,-1,COc1ccc2c(=O)cc(-c3ccncc3)oc2c1OC
0,1,-2,-4,1,-1,-0.7,-1,-9,-1,COc1cc(/C=N\NC(=O)c2ccc(=O)[nH]n2)cc(OC)c1OC
-1,-4,2,8,4,-4,-0.7,-19,-3,-3,CC1=NN(C(N)=S)C(=O)C1N=Nc1ccc(F)cc1 (centres undefined)
5,-2,-11,7,1,-3,-0.1,-1,-9,1,Cc1ccc(NC(=S)NC(=O)c2c(-c3ccccc3Cl)noc2C)cc1
0,-1,-2,-9,0,-2,0.5,-3,7,2,CN(C)NC(=O)C(NC(=O)c1ccccc1)C12CC3CC(CC(C3)C1)C2 (centres undefined)
2,-1,-6,-9,-5,-2,-0.7,2,-13,7,O=C(Nc1scc(-c2ccc(F)cc2)c1C(=O)O)c1ccco1
-6,3,-4,-1,-3,5,-0.6,3,-17,-6,Cc1nnsc1S(=O)c1ccc(Cl)c(Cl)c1 (centres undefined)
9,-3,3,-6,1,0,0.9,1,-9,-3,O=C(Nc1ccc2snnc2c1)N1CCN(c2ccccc2)CC1
-1,-4,2,1,-1,1,0.1,5,-9,3,Cc1ccc(S(=O)(=O)N2CCCN(C)CC2)cc1
-1,0,7,5,7,0,0.1,-2,-5,3,COc1cc(CNCc2ccccn2)ccc1OCc1cccc(Cl)c1
5,0,-8,4,-1,-2,0.3,1,-5,0,Cc1ccc(CNC(=O)COC(=O)c2cc3c(s2)CCC(C)C3)cc1 (centres undefined)
-7,-1,-1,-7,11,0,-0.2,5,4,0,COc1cccc(NC(=O)c2ccc(NC(C)=O)cc2)c1
13,-3,2,4,5,-1,-4.5,13,2,4,CCN(CC)c1ccc(C=Nc2cc(C)ccc2C)c(O)c1
-1,1,-2,1,6,1,0.7,0,8,-2,CCCCNC(=O)C1(C)CCCCN1C(=O)c1cc(C#N)cs1 (centres undefined)
2,0,-3,7,2,-1,0.3,1,3,0,CN(C(=O)c1cccc(NC(=O)Cc2ccc([N+](=O)[O-])cc2)c1)C1CCCC1
-2,3,-2,-1,6,4,0.1,0,7,-3,O=C(NCCc1ccccc1)c1cc2ccccc2oc1=O
4,2,-3,-2,10,0,-0.7,1,-3,-2,CCOc1ccc(C(=O)C[n+]2ccc(C(=O)NCc3ccccc3)cc2)cc1
-3,6,-4,-2,1,7,0.2,5,-8,-4,Cc1cccc(C(=O)NCCN2CCN(c3ccccc3)CC2)c1
1,2,-5,0,-2,8,-0.5,4,-1,-1,CC(Nc1ccc(F)cc1F)C(=O)NC(=O)NC1CCCCC1 (centres undefined)
2,-5,3,-1,-3,-2,-0.1,0,4,4,Cc1noc(C)c1CSCC(=O)Nc1cc(S(C)(=O)=O)ccc1Cl
2,0,-2,0,1,-2,-2.7,-1,1,0,COCCCn1c(C(=O)NCCC2=CCCCC2)cc2c(=O)n3cccc(C)c3nc21
5,1,-4,-3,2,3,0.1,1,7,-2,O=C(CCNS(=O)(=O)c1ccccc1)OCC(=O)c1ccc(F)cc1
3,-1,1,12,-2,0,0.7,-1,-1,0,CN=C(c1ccc([N+](=O)[O-])cc1)N1CCCCC1
2,-1,6,11,-5,-5,-0.2,-2,-9,-3,O=C(Cn1cccc1C(=O)c1ccccc1)NCCCc1ccccc1
-2,-5,-83,-5,7,-5,0.2,0,14,-2,Cc1cc(Cl)ccc1NC(=S)NCCC(c1ccccc1)c1ccccc1
0,-5,-2,3,-7,-7,0.3,1,2,0,CC(C)Oc1ccc(OCCn2c(S(=O)(=O)O)nc3c(N)ncnc32)cc1
-1,6,13,1,-5,-7,-0.4,-2,5,0,Cc1cc(SCC(=O)N(CC(C)C)c2c(N)n(CC(C)C)c(=O)[nH]c2=O)nc2ccccc12
6,1,-17,-1,-9,-1,0.1,0,11,3,CC(=O)Nc1sc(C)c(C)c1C(=O)OCC(=O)Nc1cc(S(C)(=O)=O)ccc1Cl
3,-1,-2,3,-2,-6,-0.4,0,10,0,Cc1ccc(NC(=O)CCS(=O)(=O)c2cc3[nH]c(=O)c(=O)[nH]c3cc2C)cc1
5,-2,3,9,-6,-2,0.0,-1,-2,0,CN(C)c1nc(SCc2ccccc2)nc(N2CCOCC2)n1

Some of these compounds in order of their number in UHRF1 binding, high to low:
TCR-CD3 inh,PRMT1 FP inh,SIAE primary,Tn6 DDE FP,Tn7 DDE FP,MBD2 DNA inh,KLK7 zymogen act,UHRF1 binding,TDP2 absorb,LEDGF integ inh,mol
-7,-1,-1,-7,11,0,-0.2,5,4,0,COc1cccc(NC(=O)c2ccc(NC(C)=O)cc2)c1
5,1,-4,-3,2,3,0.1,1,7,-2,O=C(CCNS(=O)(=O)c1ccccc1)OCC(=O)c1ccc(F)cc1
2,0,-2,0,1,-2,-2.7,-1,1,0,COCCCn1c(C(=O)NCCC2=CCCCC2)cc2c(=O)n3cccc(C)c3nc21

(listing goes on)
TCR-CD3 inh,PRMT1 FP inh,SIAE primary,Tn6 DDE FP,Tn7 DDE FP,MBD2 DNA inh,KLK7 zymogen act,UHRF1 binding,TDP2 absorb,LEDGF integ inh,mol
5,0,-4,-2,-4,-5,0.2,-1,3,63*,CS(=O)(=O)N1CCN(c2ccc(NC(=O)CSc3ccc(Cl)cc3)cc2)CC1
-8,19,-10,-7,-3,-2,0.2,-11,-5,-1,CSc1nnc(N2C(=O)C(O)=C(C(=O)c3ccco3)C2c2ccccc2)s1 (centres undefined)
-7,5,-8,-8,1,6,0.5,5,-8,-9,CC(CC(=O)O)CC(=O)NNC(=O)c1cccc(Br)c1 (centres undefined)
-9,1,-6,-2,-12,4,0.5,3,9,-3,COc1ccc(C)cc1NC(=O)c1cnc2sccn2c1=O
5,-5,-4,-6,3,-9,-0.2,1,-8,6,CC(NC(=O)Cn1nc(C(=O)O)c2ccccc2c1=O)c1ccccc1 (centres undefined)
5,-1,3,-2,-5,5,0.5,11,4,2,O=C1CCC(=O)N1OCCCOc1ccc2c(c1)CCC2
9,4,2,3,8,5,-0.4,-1,8,-1,CN(Cc1ccccc1)C(=O)c1[nH]cnc1C(=O)Nc1nccs1
-3,4,3,0,1,-5,-0.1,-1,0,-3,O=S(=O)(/N=C(/Nc1ccccc1)c1ccccc1O)c1ccccc1

Screening data from PubChem BioAssay.
